CXCR6 block: blocks human CXCR6 beta-arrestin recruitment; AID 602244; O00574; CHO-K1 PathHunter CXCR6 beta-arrestin, luminescence; 360,000 compounds, 0.36% hits; inhibition, % at 20 µM; in the data active = inhibition above about 34%, passing the limit was not always enough;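 also: antagonist mode with CXCL16 agonist at 10 nM final; 0% = 10 nM CXCL16 with DMSO and 100% = unstimulated wells without agonist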
Target sequence (O00574 whole entry, looked up): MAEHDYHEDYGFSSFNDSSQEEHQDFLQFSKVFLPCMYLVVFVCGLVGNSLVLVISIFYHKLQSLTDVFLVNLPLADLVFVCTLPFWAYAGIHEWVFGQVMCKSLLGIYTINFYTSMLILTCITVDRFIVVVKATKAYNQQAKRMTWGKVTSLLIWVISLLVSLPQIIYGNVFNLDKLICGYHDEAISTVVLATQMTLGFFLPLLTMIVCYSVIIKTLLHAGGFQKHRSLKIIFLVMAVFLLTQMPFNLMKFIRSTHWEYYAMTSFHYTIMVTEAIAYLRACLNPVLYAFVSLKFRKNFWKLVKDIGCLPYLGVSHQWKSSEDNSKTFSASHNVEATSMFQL
APJ antagonist: blocks the human apelin receptor APJ. 330,000 compounds, 0.32% hits. P35414. inhibition, % at 20 µM. CHO-K1 APJ beta-arrestin complementation, luminescence;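 active = inhibition above about 40% at 20 µM, limit read from the data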;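 also: cells challenged with 10 nM apelin-13 agonist together with compound; plate controls were apelin-13 plus DMSO wells for no effect and DMSO wells lacking apelin-13 for full effect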
Mdm2 MdmX PPI: inhibitors of human Mdm2/MdmX interaction; O15151+Q00987; SaOS-2 split-luciferase Mdm2/MdmX complementation, luminescence; inhibition, % at 8 µM; 330,000 compounds, 3% hits;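 active = inhibition of at least 50% at 8 µM in the primary screen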
APJ agonist: agonists of human APJ apelin receptor | CHO-K1 APJ PathHunter beta-arrestin, luminescence; 0% DMSO wells, 100% apelin | activation, % at 20 µM | 330,000 compounds, 0.11% hits | P35414;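 active = activation more than six SD over the plate average, tested at 20 µM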;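 also: 0% = DMSO alone and 100% = apelin-13 at 10 nM; some results filed as inactive read as strong as hits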
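assay system = CHO-K1 APJ beta-arrestin complementation cell line | input = cell density 1000 per well | dosing = compound 20 µM once, DMSO 1% | timing = compound 90 min 25 °C, reagent 1 h | measured by = luminescence from split beta-galactosidase complementation, Galacton Star/Emerald II substrate | read-out basis = APJ agonist activity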
UPR XBP1 act: activators of adaptive arm of unfolded protein response (XBP1); CHO-XBP1 luciferase reporter, IRE1-XBP1 UPR activation, luminescence; percent of tunicamycin response, DMSO as zero; activation, % at 20 µM; 330,000 compounds, 0.33% hits; AID 463104;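 active = versus positive control, 20 µM dose yields 30% or more activation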;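 also: 100% = tunicamycin at 10 µg/mL and 0% = DMSO only wells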
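Signal: luciferase luminescence; Assay system: CHO-XBP1 luciferase reporter cells; Amount: one thousand reporter cells per well; Dosing: 20 µM single concentration, DMSO 1%; Benchmarks: high control tunicamycin 10 µg/mL final, low control DMSO vehicle only; Schedule: 6 h compound exposure at 37 °C, 5% CO2; Evaluation: percent activation relative to tunicamycin reference.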
CCR6 antagonist: CCR6 (human) receptor antagonism. inhibition, % at 20 µM. CHO-K1 CCR6 PathHunter beta-arrestin, luminescence, CCL20-stimulated. 340,000 compounds, 0.49% hits. P51684;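 active = compounds whose inhibition of the agonist-driven luminescence signal at 20 µM reaches about 50%, limit read from the data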;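 also: cells stimulated with CCL20 at 14 nM final; plate controls were DMSO with CCL20 for no effect and DMSO without agonist for full effect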
tim23-1 inh: growth inhibitors of tim23-1 mutant yeast; inhibition, % at 20 µM; AID 463212; S. cerevisiae tim23-1 growth, BacTiter-Glo luminescence, 24 h; 330,000 compounds, 1.3% hits;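 active = growth inhibition of the mutant yeast at or above 50%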;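 also: temperature-sensitive mutant grown at 25 °C; plate controls were DMSO-treated mutant yeast for no effect and medium wells lacking yeast for full effect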
CHOP UPR activ: apoptotic UPR (CHOP) activation; 330,000 compounds, 0.34% hits; CHO-CHOP luciferase reporter, luminescence; percent of tunicamycin response over DMSO baseline; activation, % at 10 µM;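 active = at 10 µM dose, activation of 40% or more, normalized to positive control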;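 also: 100% = tunicamycin at 10 µg/mL and 0% = DMSO alone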
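System: CHO CHOP reporter cells. Amount: 500 cells per well. Buffer or medium: F12 medium, 10% FBS. Compound dosing: one dose, 10 µM in 0.5% DMSO. Incubation: 6 h compound exposure at 37 °C after overnight seeding. Technique: Steady-Glo luciferase luminescence. Benchmarks: tunicamycin and DMSO controls.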
EBI2 block: antagonists of human EBI2 receptor. P32249. EBI2 beta-arrestin recruitment, luminescence, 7a,25-OHC stimulated. inhibition, % at 5 µM. 360,000 compounds, 0.81% hits; in the data active = inhibition above about 38%;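 also: enzyme fragment complementation signal reports receptor beta-arrestin coupling in cells; 0% = agonist plus DMSO wells and 100% = wells without agonist; some results beyond the cut were filed as inactive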
Target sequence (P32249 whole entry, looked up, the tested form may be a part): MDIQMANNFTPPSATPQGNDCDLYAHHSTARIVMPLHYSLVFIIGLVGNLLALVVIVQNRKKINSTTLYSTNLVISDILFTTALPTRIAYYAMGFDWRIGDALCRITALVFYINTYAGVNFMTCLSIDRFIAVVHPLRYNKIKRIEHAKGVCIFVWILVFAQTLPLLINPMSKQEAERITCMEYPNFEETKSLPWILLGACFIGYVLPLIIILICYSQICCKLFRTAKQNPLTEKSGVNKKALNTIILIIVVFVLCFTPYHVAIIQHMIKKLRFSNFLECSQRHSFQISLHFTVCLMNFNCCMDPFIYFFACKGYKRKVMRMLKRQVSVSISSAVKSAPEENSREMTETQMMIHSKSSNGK
Starred values were filed as active, the others as inactive; . = not tested or not shown.

SMILES	CXCR6 block	APJ antagonist	Mdm2 MdmX PPI	APJ agonist	UPR XBP1 act	CCR6 antagonist	tim23-1 inh	CHOP UPR activ	EBI2 block
O=C(CNc1ccc(Cl)cc1)NNC(=S)NCc1ccccc1	-6	2	5	-4	-1	15	12	-1.8	5
CCSC1=NCCN1C(=O)C(C)(C)Oc1ccc(Cl)cc1	0	1	3	1	-4	13	29	-0.4	3
COc1ccc(CNC(=O)C[C@H]2C(=O)N(Cc3ccc(OC)cc3)C[C@@H]2Cc2ccccc2)cc1	-1	-63	5	-2	-1	16	2	-0.7	-2
CC(=O)NC(C)C(=O)OCC(=O)Nc1ccc(Br)cc1 (stereo not given)	-14	13	13	-4	1	12	4	0.5	4
O=C(Nc1ccc(OCc2ccccc2)cc1)Nc1cccnc1	-10	-13	10	1	-1	-2	6	2.3	-3
O=C(NC12CC3CC(CC(C3)C1)C2)N1CCCC(CO)C1 (stereo not given)	-4	-18	3	-4	3	-3	7	-3.5	-5
CCOc1ccc(N/C(C)=C\C(=O)c2ccc3c(c2)OCCO3)cc1	3	4	-114	-4	0	11	21	4.7	11
Cc1ccc(Nc2n[nH]c(C)c2[N+](=O)[O-])c(C)c1	11	17	-6	-5	2	28	3	3.6	-4
CCN(CC(=O)NCc1ccc(Cl)cc1)C(=O)CSc1cccc(C(F)(F)F)c1	0	5	15	-2	-4	19	22	-2.4	32
CC1(c2ccc3noc(-c4ccc(F)cc4)c3c2)OCCO1	-7	-57	-4	3	-1	10	-1	-3.3	-3
Cc1ccc(/C=C2\Sc3ccccc3C2=O)s1	9	13	-10	3	4	20	12	3.1	5
Nc1nonc1C(=O)N1CCCC1	-8	20	-17	0	-2	13	7	-1.7	2

Structural class: the entries above containing nitrogen in an aromatic ring
SMILES	CXCR6 block	APJ antagonist	Mdm2 MdmX PPI	APJ agonist	UPR XBP1 act	CCR6 antagonist	tim23-1 inh	CHOP UPR activ	EBI2 block
O=C(Nc1ccc(OCc2ccccc2)cc1)Nc1cccnc1	-10	-13	10	1	-1	-2	6	2.3	-3
Cc1ccc(Nc2n[nH]c(C)c2[N+](=O)[O-])c(C)c1	11	17	-6	-5	2	28	3	3.6	-4
CC1(c2ccc3noc(-c4ccc(F)cc4)c3c2)OCCO1	-7	-57	-4	3	-1	10	-1	-3.3	-3
Nc1nonc1C(=O)N1CCCC1	-8	20	-17	0	-2	13	7	-1.7	2

(listing goes on)
SMILES	CXCR6 block	APJ antagonist	Mdm2 MdmX PPI	APJ agonist	UPR XBP1 act	CCR6 antagonist	tim23-1 inh	CHOP UPR activ	EBI2 block
COc1ccc(OC)c(C2CC(=O)N3CN(c4ccccc4F)CSC3=C2C#N)c1 (stereo not given)	-1	16	-25	-1	-1	18	11	-0.2	-5
CCC(Sc1nc(-c2ccccc2)c(C#N)c(=O)[nH]1)C(=O)Nc1cc(C)on1 (stereo not given)	2	-1	-1	-4	-4	0	-5	0.0	-6
CCCCc1c(C)[nH]c2nc3ccccc3n2c1=O	-11	13	-33	-2	4	14	27	1.9	-3
Cc1ccc(-n2c3c(cc(C(=O)NC4CCSC4=O)c2=O)C(=O)CCC3)cc1 (stereo not given)	8	6	12	0	2	3	11	-0.7	0
COc1ccc(-c2cc(C(=O)N(C)CC(=O)Nc3ccccc3Br)c3ccccc3n2)cc1OC	-11	0	56*	6	-1	0	19	3.3	-34
Cc1cc(C)cc(N(CC(=O)NCC2CCCO2)S(=O)(=O)c2c(C)noc2C)c1 (stereo not given)	0	-6	-9	-3	-1	9	17	-2.4	-8
Cc1cc(C)cc(NS(=O)(=O)c2ccc(NC(=O)c3ccccc3C(=O)O)cc2)c1	4	-25	8	1	1	0	17	-0.7	4
O=C(O)c1ncc(-c2ccccc2)cn1	-2	0	0	1	3	-8	-7	0.6	-3
COC(=O)c1cc(C(=O)OCC(=O)Nc2ccccc2OC(F)F)cc([N+](=O)[O-])c1	-15	-5	1	1	-1	-6	4	-0.9	1
Fc1cccc(Cl)c1Cn1nnc2c(-n3ccnc3)ncnc21	-6	7	2	-2	-1	11	6	0.4	-8
O=C(c1cc2cc(Br)ccc2o1)N1CCCCC1	-6	6	-69	-3	3	16	19	1.5	57*
COc1cccc(C(c2c(O)nc(SC)n(C)c2=O)c2c(O)nc(SC)n(C)c2=O)c1	7	-5	4	1	-3	1	6	-1.7	0
COc1ccc(N/C(C)=C/C(=O)c2ccccc2)cc1	13	-11	-81	-2	2	15	15	6.1	1
CCOc1ccccc1NC(=O)C(OC(=O)c1ccc(N(C)C)cc1)c1ccccc1 (stereo not given)	-10	-20	24	-3	-5	21	18	-0.3	-5
CN(CC1COc2ccccc2O1)C(=S)NC1CCCCC1 (stereo not given)	0	13	-10	1	-1	12	30	1.6	13
Cc1ccc(C(NC(=O)c2ccccc2)C(Cl)(Cl)Cl)cc1 (stereo not given)	-6	-13	18	-1	-3	11	-8	1.0	8
COc1ccc(C(=O)N/C(=C\c2cc(OC)c(OC)cc2[N+](=O)[O-])C(=O)NCCO)cc1	-2	5	7	3	-3	-5	-10	2.1	-6
COc1cccc(/C=N/NC(=O)CN2CC(c3ccccc3)CC2=O)c1OC (stereo not given)	-6	-10	-5	-3	0	-10	22	0.8	-3
O=C(NNC(=S)Nc1ccc(Cl)cc1)c1ccccc1OC(F)F	19	27	25	-8	-2	22	42	0.8	3
CCc1cccc(CC)c1NC(=O)C1CN(S(=O)(=O)c2ccccc2)CCN1S(=O)(=O)c1ccccc1 (stereo not given)	-1	-6	31	2	-2	-4	22	-4.1	8
Cc1nn(Cc2ccc(C(=O)NN)o2)c(C)c1Cl	-9	-24	-33	3	-1	-3	6	0.1	-9
Cn1nc(C(F)(F)F)c2cc(C(=O)O)sc21	-17	15	10	-3	-3	12	2	1.8	-8
COc1ccccc1N(C)S(=O)(=O)c1ccc(Cl)c(C(=O)NCCCN2CCOCC2)c1	-1	2	-7	-1	-6	13	-8	1.2	-11
CCCCCC(=O)Nc1cccc(C2=NOC3(C2)C[C@H](C(N)=O)N(C(=O)c2ccccc2C(=O)c2ccccc2)C3)c1 (stereo not given in full)	2	11	1	3	-3	15	9	0.1	-3
CCc1ccc(S(=O)(=O)NCC2(N3CCOCC3)CCCCC2)cc1	-2	21	1	-2	-1	-1	10	1.2	16
Cc1ccc(S(=O)(=O)Nc2cccc3cccnc23)c([N+](=O)[O-])c1	30	58*	100*	-24	-4	49	52*	404*	23
Cc1cccc(C2=NNC(=O)C(c3ccc(Cl)cc3)C2)c1 (stereo not given)	-2	16	-13	-3	3	-2	38	-0.7	24
CC(C(=O)Nc1ccccc1Cl)c1ccc([N+](=O)[O-])cc1 (stereo not given)	6	6	17	1	1	9	-3	-2.2	4
CC(=O)N/C(=C\c1ccccc1)C(=O)OCC(=O)N(C)C1CCS(=O)(=O)C1 (stereo not given)	1	9	19	-2	0	0	-13	0.3	-1
Cc1ccc(C(=O)N(Cc2cccs2)C2CCS(=O)(=O)C2)cc1 (stereo not given)	4	2	-14	-2	1	2	4	-1.5	-4
O=C(CS(=O)(=O)Cc1ccccc1)Nc1nnc(C2CCCCC2)s1	-3	9	29	0	-1	9	15	-1.0	-5
COc1cccc(C2C3=C(CCCC3=O)Nc3[nH]n(-c4ccccc4)c(=O)c32)c1 (stereo not given)	0	16	-3	-6	-1	13	16	1.7	-3
CN(CC(=O)Nc1ccc(N2CCOCC2)cc1)C(=O)c1cccc(Cl)c1Cl	-7	13	15	9	-3	7	-4	1.5	0
CCOC(=O)C1CCN(c2c(NCc3ccc(C(=O)NCCC(C)C)cc3)c(=O)c2=O)CC1	3	14	13	0	3	1	0	-2.5	-1
CC(OC(=O)c1cc(=O)[nH]c2ccccc12)C(=O)N1C(C)CCCC1C (stereo not given)	5	-5	-4	-5	-1	8	10	-1.3	0
Cc1c(NC(=O)C(C)OC(=O)c2cc(-c3cccc4ccccc34)nc3ccccc23)c(=O)n(-c2ccccc2)n1C (stereo not given)	8	2	11	-4	-2	12	24	-0.3	4
COc1ccc(C(=O)NCc2nnc(SCC(=O)Nc3cc(OC)ccc3OC)o2)cc1	6	11	12	-1	-2	8	7	-1.1	-3
CCN(CC)CCCN(Cc1cc2cc3c(cc2[nH]c1=O)OCCO3)C(=O)Nc1ccc(F)cc1	1	5	32	-3	1	14	12	-0.4	-6
COc1cc2c(cc1NC(=O)COCC(=O)O)oc1ccccc12	1	-1	17	0	-1	1	-6	-0.1	-6
COc1cccc(OCc2nnc(-c3cccs3)o2)c1	-6	12	-15	-4	-4	.	-7	1.2	5
CCOC(=O)N1CCC(=C2c3ccc(Cl)cc3CCc3cccnc32)CC1	10	0	23	0	-5	20	.	0.9	12

EBI2 block: hit marks shown above
mol,CXCR6 block,APJ antagonist,Mdm2 MdmX PPI,APJ agonist,UPR XBP1 act,CCR6 antagonist,EBI2 block
O=C(c1cc2cc(Br)ccc2o1)N1CCCCC1,-6,6,-69,-3,3,16,57*

Random excerpt: 5 entries already listed.
SMILES	CXCR6 block	APJ antagonist	Mdm2 MdmX PPI	APJ agonist	UPR XBP1 act	CCR6 antagonist	tim23-1 inh	CHOP UPR activ	EBI2 block
COc1ccc(-c2cc(C(=O)N(C)CC(=O)Nc3ccccc3Br)c3ccccc3n2)cc1OC	-11	0	56*	6	-1	0	19	3.3	-34
CCN(CC)CCCN(Cc1cc2cc3c(cc2[nH]c1=O)OCCO3)C(=O)Nc1ccc(F)cc1	1	5	32	-3	1	14	12	-0.4	-6
CC(OC(=O)c1cc(=O)[nH]c2ccccc12)C(=O)N1C(C)CCCC1C (stereo not given)	5	-5	-4	-5	-1	8	10	-1.3	0
Nc1nonc1C(=O)N1CCCC1	-8	20	-17	0	-2	13	7	-1.7	2
Cc1cccc(C2=NNC(=O)C(c3ccc(Cl)cc3)C2)c1 (stereo not given)	-2	16	-13	-3	3	-2	38	-0.7	24

Screening data as filed in PubChem.

Some of the compounds tested; count on the stated rates, not on these rows.
